From PubChem
Peg3 prom inh = inhibitors of Peg3 promoter; HeLa PEG-Prom luciferase reporter, luminescence, overnight; inhibition, % at 20 µM; 360,000 tested, 1.7% active; AID 588405;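 active means inhibition of at least 50% at 20 µM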
TWEAK-Fn14 inh = TWEAK-Fn14 signaling inhibition; AID 1159606; inhibition, % at 10 µM; 360,000 tested, 2% active; TWEAK-stimulated Fn14 reporter cells, luciferase luminescence, 8 h; in the data active means inhibition above about 50%
CF NFkB block = blocks PAF-induced NF-kB reporter in cystic fibrosis cells; KKLEB NF-kB-GFP reporter, GFP fluorescence overnight; inhibition, % at 5 µM; 360,000 tested, 0.86% active; AID 588850;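 active means at least 50% inhibition at 5 µM, scaled per plate between neutral and stimulator controls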;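 further: PAF is a Pseudomonas aeruginosa culture filtrate used as stimulus; plate controls were PAF-stimulated DMSO wells for no effect and unstimulated DMSO wells for full effect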
TROY signal inh = blocks TROY-dependent signaling in reporter cells. inhibition, % at 10 µM. AID 1347056. 360,000 tested, 0.98% active. Q293 LMP1-TROYcd NF-kB luciferase reporter, 4 h;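 active means compounds whose plate-normalised and pattern-corrected inhibition of the luciferase reporter signal at the single screening dose is 50% or more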
HIF-2a block = HIF-2a inhibition | 786-0 RCC cells HIF-2a reporter, luciferase luminescence, overnight | inhibition, % at 18.8 µM | 360,000 tested, 0.72% active | AID 624352;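 active means inhibition of the luminescence signal of 40% or more relative to plate controls, in a single-dose primary screen at 18.75 µM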
KKLEB tox = reduces viability of KKLEB cystic fibrosis airway cells. KKLEB CF airway cells viability, ATPlite luminescence, overnight; stronger effect = lower value; cells stimulated with P. aeruginosa culture filtrate. activity change (cytotoxicity), % at 5 µM. 360,000 tested, 0.36% active. AID 602141;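 active means corrected activity change at or below -50% at 5 µM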
Shn3 inh set2 = reduces Shn3 3'UTR luciferase signal in osteoblasts; Clone20 osteoblast Shn3 3'UTR firefly luciferase, 24 h; inhibition, % at 12.5 µM; 360,000 tested, 0.52% active; AID 588674;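 active means mean inhibition of at least 75% with every replicate also reaching 75%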;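 further: 0% = median of neutral control wells and 100% = pilot-screen positive control compound; some compounds past the cut are filed as inactive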
NR2E3 ag-1 = activates human NR2E3 receptor. CHO-S Gal4-NCOR/VP16-NR2E3 two-hybrid, luciferase. AID 602229. 360,000 tested, 0.35% active. inhibition of corepressor binding, % at 3.98 µM;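 active means inhibition above the mean of all tested compounds plus 3 SD, cut at about 70% in these data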;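 further: 0% = DMSO with NR2E3 transfected cells and 100% = cells lacking NR2E3 construct; higher means lower luciferase signal from less NR2E3 corepressor binding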
Target sequence (Q9Y5X4 whole entry, looked up, the tested form may be a part): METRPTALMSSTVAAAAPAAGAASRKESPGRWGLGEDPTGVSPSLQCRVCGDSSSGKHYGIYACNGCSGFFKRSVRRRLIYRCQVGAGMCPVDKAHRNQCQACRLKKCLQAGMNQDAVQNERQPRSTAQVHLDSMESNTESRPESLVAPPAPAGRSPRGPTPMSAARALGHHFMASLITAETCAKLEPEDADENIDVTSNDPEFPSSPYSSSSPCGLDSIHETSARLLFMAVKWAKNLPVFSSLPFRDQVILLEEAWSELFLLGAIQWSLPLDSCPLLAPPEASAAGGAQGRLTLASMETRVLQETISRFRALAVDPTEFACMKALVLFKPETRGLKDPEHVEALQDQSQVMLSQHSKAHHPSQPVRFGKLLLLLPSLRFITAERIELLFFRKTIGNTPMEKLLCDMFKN
MITF TRPM1 inh = MITF TRPM1 promoter inhibition in SK-MEL-5 cells; SK-MEL-5 TRPM1 promoter luciferase, 24 h; inhibition, % at 12.5 µM; 330,000 tested, 0.83% active; AID 488899;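 active means mean inhibition across replicates of 60% or more, whatever share of single replicates reaches that level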; further: values of inactives mirror those of a sister screen read the other way
NR2E3 ag-2 = NR2E3 (human) agonism | GST-NR2E3/biotin-RetCOR TR-FRET, 1536-well | 320,000 tested, 0.12% active | inhibition of corepressor binding, % at 4.78 µM | AID 2300;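 active means percent inhibition above the cutoff of mean plus 3 SD of all tested compounds, set per screening campaign, cut at about 20% in these data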;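 further: 0% = DMSO wells and 100% = biotin wells as full block of FRET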
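Material: NR2E3–RetCOR corepressor complex / Amount: 1.35 nM GST-NR2E3 / Medium: Tris pH 7.5 / Compound: single nominal compound dose of 4.8 µM / Incubation: 5 h at 4 °C / Technique: TR-FRET, Eu(K)-anti-GST donor, streptavidin-D2 acceptor, ex 340, em 617/671 nm / Read-out basis: percent loss of FRET ratio relative to control wells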
TRAIL sens C8 = sensitizes caspase-8 expressing cells to TRAIL. NB7+C8 cells + TRAIL, ATPlite viability luminescence. inhibition (viability loss, TRAIL sensitization), % at 10 µM. 360,000 tested, 1% active. AID 624354;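 active means compounds causing at least 50% loss of cell viability in the single-dose screen, relative to plate controls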
* hit, by the source's call; nt = not tested or not shown; & = joins results of further samples. Not all compounds are listed; count on the stated rates, not on these rows.

Screens in order – Peg3 prom inh | TWEAK-Fn14 inh | CF NFkB block | TROY signal inh | HIF-2a block | KKLEB tox | Shn3 inh set2 | NR2E3 ag-1 | MITF TRPM1 inh | NR2E3 ag-2 | TRAIL sens C8
C=CCNc1nc(Nc2ccc([N+](=O)[O-])cc2)nc(OC)n1
    -1.8 | 8.7 | -38.1 | 7.7 | -15.8 | -3.8 | 2.8 | 27.0 | -8.0 | -1.7 | -2.6
CS(=O)(=O)N1CCC(C(=O)NCCC2=CCCCC2)CC1
    6.4 | -12.3 | 24.1 | -4.5 | -6.4 | -5.4 | -31.5 | 1.1 | -4.4 | -4.5 | -3.3
Cc1ccc2[nH]c(=O)c(CN(CCN3CCOCC3)C(=O)Nc3ccccc3F)cc2c1
    3.2 | -24.1 | 0.7 | 24.2 | 5.8 | -1.3 | -1.9 | -27.2 | -13.0 | nt | -3.5
Oc1ccc(NC(=S)Nc2ccc(F)cc2)cc1
    -17.9 | 4.1 | 6.2 | 11.3 | 6.1 | -8.3 | -21.8 | -20.5 | -7.3 | 0.7 | -0.1
Cn1c(=O)c2c(nc(CN3CCN(C(=O)c4ccco4)CC3)n2Cc2cccc(Cl)c2)n(C)c1=O
    13.7 | 2.5 | 21.6 | -5.4 | 5.1 | -3.3 | 13.0 | -7.5 | 2.5 | -5.3 | 30.2
CC(C)(C)NC(=O)CN(Cc1cccs1)C(=O)C1COc2ccccc2O1 (stereo not drawn)
    16.6 | -1.2 | 8.2 | 2.9 | -10.6 | 5.5 | -12.2 | 4.1 | -8.5 | 0.8 | -11.2
CN(C)Cc1c(C#N)c2ccccc2n1C
    3.5 | -10.5 | 2.4 | -16.5 | 14.4 | -6.6 | -6.3 | -2.3 | 6.2 | 0.2 | -8.6
Cc1cc(C(=O)CN2c3cccc4cccc(c34)S2(=O)=O)c(C)n1C
    -20.1 | 0.9 | 6.8 | 11.0 | -14.3 | -9.6 | 10.7 | -71.7 | 32.1 | 3.8 | 30.3
COc1cc(C(=O)Nc2nnc(C(C)(C)C)s2)c([N+](=O)[O-])cc1OC
    62.0* | 17.8 | 2.4 | -22.8 | 10.1 | -4.9 | 0.6 | -3.2 | -3.3 | -2.1 | 9.2
CC(/C=N/NC(=O)c1nnn(-c2nonc2N)c1C)=C\c1ccccc1
    -62.9 | -27.1 | -16.0 | -32.2 | -153.3 | -5.3 | -11.1 | 6.3 | -45.5 | 1.4 | 33.4
O=C(c1ccccc1Cl)N1CCN(S(=O)(=O)c2cccs2)CC1
    2.1 | 5.5 | 5.9 | -8.3 | 13.8 | 0.9 | 2.3 | -8.0 | -3.7 | -2.2 | 14.4
COc1ccc(N2CC(C(=O)Nc3cccc(S(=O)(=O)N4CCCC4)c3)CC2=O)c(OC)c1 (stereo not drawn)
    10.1 | 8.7 | 3.3 | 13.9 | 1.5 | -10.3 | -10.1 | 6.3 | -5.7 | 0.2 | 7.4
CCCc1cc(-c2n[nH]c(C)c2-c2ccc(C(=O)OCC)o2)c(O)cc1O
    22.8 | 2.3 | 5.4 | 4.2 | 15.3 | -7.0 | 1.6 | -13.7 | 0.9 | 0.7 | 5.7
O=c1cc(CN2CCOCC2)c2ccccc2o1
    -5.0 | 14.0 | -0.6 | -5.8 | 4.9 | 3.2 | -30.9 | 2.1 | nt | nt | -9.1
CCOC(=O)C1=C(COC(=O)c2cccc(Br)c2)NC(=O)NC1C (stereo not drawn)
    15.5 | -10.2 | -15.2 | -12.9 | 7.4 | 17.6 | 3.6 | 5.4 | 1.4 | -3.4 | 10.0
Cc1cccc(N2CCN(C(=O)COc3ccc4c(c3)CCC4)CC2C)c1 (stereo not drawn)
    -19.2 | -11.3 | 1.0 | 5.1 | -24.9 | 12.2 | -6.7 | 2.7 | -15.7 | 3.8 | -6.3
CC(=O)Nc1c(OC(C)=O)ccc2c(C)cc(=O)oc12
    -7.8 | -5.9 | 6.7 | 28.4 | 5.2 | 6.4 | -9.8 | -28.5 | 10.3 | 3.2 | 0.2
COc1ccccc1C(=O)N/C(=C/c1ccc2c(c1)OCO2)C(=O)Nc1ccc(C(=O)O)cc1
    5.7 | 14.6 | 3.9 | 5.2 | -3.1 | -2.9 | -8.8 | 4.6 | 10.9 | 3.0 | 15.3
N#Cc1c(-c2ccccc2)oc(=O)c2ccccc12
    -3.9 | -11.3 | 3.1 | 34.7 | 1.4 | -14.5 | -2.1 | -16.5 | -10.0 | 3.6 | 2.9
Cc1nc2scc(-c3cccs3)c2c(=O)n1CC(=O)O
    -9.2 | -3.0 | -24.9 | -18.9 | 6.8 | 8.9 | -7.7 | -43.1 | -0.2 | -1.0 | 1.8
Cc1cc(NC(=S)Nc2cccnc2)ccc1Br
    -33.5 | -8.6 | 6.3 | -56.2 | -77.3 | -5.2 | 11.0 | -24.6 | -0.9 | -2.4 | 0.8
c1ccc(N=Nc2cn[nH]c2-c2ccco2)cc1
    -42.9 | 17.5 | 6.1 | -18.1 | -42.5 | 7.3 | -8.3 | -25.8 | -5.6 | nt | -3.4
COc1ccc(OC)c(S(=O)(=O)Nc2ccc3c(c2)n(C)c(=O)n3C)c1
    13.0 | 7.8 | -0.9 | 2.8 | 11.0 | -15.6 | 5.4 | -10.8 | -12.8 | -2.0 | -0.6
COc1ccc(Cl)cc1NC(=S)NCc1ccco1
    16.6 | 2.3 | -2.7 | -8.0 | -0.3 | -2.5 | 3.7 | 6.1 | 1.0 | -2.5 | 3.4
O=C(N[C@@H](Cc1ccccc1)C(=O)OCC(=O)N1CCOCC1)c1cccs1
    6.0 | -3.9 | 1.4 | 10.1 | 6.6 | 8.6 | 10.1 | -14.0 | 5.8 | -1.7 | 11.9
CC(C)CN(C(=O)COC(=O)c1cc(=O)[nH]c2ccccc12)c1c(N)n(Cc2ccccc2)c(=O)[nH]c1=O
    13.5 | -0.8 | -10.7 | 6.4 | 9.9 | 5.9 | -16.9 | -17.8 | -10.3 | nt | -1.9
COc1ccc(C(C2C(=O)CC(C)(C)CC2=O)C2C(=O)CC(C)(C)CC2=O)cc1CO
    7.9 | 16.6 | -4.3 | 2.7 | 17.0 | 7.2 | 2.1 | -39.1 | 2.7 | nt | -6.8
Cc1ccc(N2C(=O)C(CN3CCCCC3)C2c2ccccc2)cc1 (stereo not drawn)
    9.0 | 7.0 | 3.0 | -0.8 | 10.8 | -1.0 | 0.1 | -18.1 | -12.3 | -4.2 | 2.5
Cc1c(C=O)c2ccccn2c1C(=O)c1ccncc1
    3.1 | 0.0 | 6.8 | 0.1 | 9.4 | 7.3 | 6.2 | 0.0 | -2.6 | 0.8 | 4.6
COc1ccc(CN2C(=O)C(CC(=O)NC3CCCCC3)CC(C(=O)N(C)C)=C2C)cc1 (stereo not drawn)
    6.6 | 2.4 | -23.6 | -7.1 | 2.9 | 10.1 | -34.5 | -18.2 | nt | nt | -4.0
CC(C)(C)CC(=O)NC(=S)NCCc1ccccc1
    -52.7 | 9.8 | -9.8 | -13.9 | -150.6 | -3.5 | -29.5 | -58.5 | -43.0 | 0.4 | 6.6
CCOc1ccc(NC(=O)CSc2nnc(CCNC(=O)c3ccc(OC)cc3)n2C)cc1
    -57.0 | -16.1 | -1.9 | -11.1 | -69.1 | -2.6 | -7.6 | 13.6 | -20.9 | 3.4 | 4.8
COc1ccc(CN2CCCCC2C)cc1OC (stereo not drawn)
    11.9 | 22.3 | -8.4 | -12.9 | -0.3 | -3.4 | -30.2 | -37.9 | 5.2 | 2.3 | 3.5
COC(=O)c1c(C)[nH]c(C(=O)CN2C(=O)NC3(CCOc4ccccc43)C2=O)c1C (stereo not drawn)
    4.0 | -8.5 | -4.9 | 8.8 | 2.9 | -3.4 | 12.0 | 3.1 | nt | 2.7 | -1.9
Cc1ccc(C(=O)O)cc1NC(=S)NC(=O)c1ccc(COc2ccccc2)cc1
    -36.2 | -13.0 | 26.3 | -5.4 | -153.2 | 2.5 | -0.3 | -9.7 | -2.1 | 0.2 | 7.3
O=C(c1ccc(CS(=O)Cc2cccc(Cl)c2)o1)N1CCN(c2ccc(F)cc2)CC1 (stereo not drawn)
    25.7 | 9.0 | -11.8 | 10.2 | -3.1 | -0.9 | -1.6 | -4.7 | nt | nt | 7.3
O=C(NCc1ccco1)c1ccccc1Nc1ccc(F)cc1
    -8.9 | 3.8 | -8.4 | 1.8 | -12.4 | -2.8 | 7.4 | -3.6 | -7.7 | 0.5 | -4.4
CN(C)c1ccc(/C=c2\sc3n(c2=O)CCCN=3)cc1
    18.2 | 29.4 | -4.5 | 14.3 | -9.0 | -8.5 | 10.5 | -118.9 | 17.2 | -3.6 | 62.0*
Cc1ccc(S(=O)(=O)N(C)C)cc1NC(=S)Nc1ccc2cn[nH]c2c1
    10.1 | 38.5 | 40.4 | 5.5 | 14.5 | -13.3 | 19.3 | -44.3 | -0.8 | -1.9 | -8.5
COc1ccc(OCC(=O)N2c3ccccc3CCc3ccccc32)cc1
    7.6 | -5.9 | 8.0 | 3.7 | 14.3 | -10.0 | 2.2 | 8.1 | -4.9 | 2.2 | -5.6
CC(NCC(=O)Nc1ccccc1C(=O)NC1CC1)c1ccc(S(C)(=O)=O)cc1 (stereo not drawn)
    -2.2 | -1.0 | -4.3 | -0.7 | 5.7 | 14.5 | 7.0 | 11.7 | -3.4 | 1.0 | -7.4
Cc1cccc(OCCn2c(-c3ccco3)nc3ccccc32)c1
    -92.3 | -6.2 | 6.7 | -19.9 | -191.9 | -12.1 | -9.2 | -64.8 | -23.6 | -2.9 | 10.0
Cc1c(N=C2Nc3cccc4cccc2c34)c(=O)n(-c2ccccc2)n1C
    1.6&-4.3 | 17.6&-27.7 | -1.8&-12.6 | -16.2&-1.6 | -5.1&-30.6 | -2.9&-4.4 | 8.0&1.6 | -9.2&-20.9 | -8.9&-3.2 | -2.2 | 1.9&11.7
Cc1ccc(C)c(NC(=S)N/N=C2\CCc3ccccc32)c1
    -47.5 | 7.0 | -1.7 | -6.7 | -119.8 | 4.2 | nt | -12.2 | -7.4 | 4.4 | -7.4
Cc1ccc(NC(=O)Cn2cnc3ccccc32)cc1C
    9.5 | -4.3 | 7.8 | -6.5 | 6.7 | 13.5 | 1.6 | -32.3 | 5.6 | -0.4 | 4.2
CCOc1cc(C(C#N)N2CCOCC2)ccc1OC (stereo not drawn)
    10.1 | -4.2 | 1.1 | 14.1 | 11.8 | -1.7 | 7.0 | -23.9 | -7.0 | 2.9 | -0.4
O=C(CSc1nnc(-c2ccco2)n1CC1CCCO1)NC1CCCC1 (stereo not drawn)
    11.6 | -15.0 | 1.6 | -9.9 | 11.7 | 5.0 | 30.2 | -0.6 | -1.4 | 0.9 | -6.5
